# ATXN2 expr inh = Primary qHTS for Inhibitors of ATXN expression; HEK-293 ATXN2-luciferase reporter, luminescence, 24 h; Potency, µM (doses to about 57 µM), for inactives: at the top dose activity change, negative = inhibition, usual class: inhibitors; 360,000 tested, 0.72% active; note: potency is the fitted concentration of half-maximal effect; % is set by controls: 0 for no effect and ±100 for the full control effect; nearly all actives have a fitted effect of over 55% in size
#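 qHTS (up to 57 uM final) was run with 24 h compound exposure of reporter cells at 37 °C. Each well was multiplexed: SteadyGlo luminescence measured ATXN2-luciferase expression after a fluorogenic Gly-Phe-AFC viability readout (25 uM final).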
# HT1080NT lethal = qHTS for induction of synthetic lethality in tumor cells producing 2HG: qHTS for the HT-1080-NT fibrosarcoma cell line. AID 686970, 2013. Potency, µM (highest dose often 46.1 µM), for inactives: at the top dose activity, negative = less viability, usual class: cytotoxic. HT-1080-NT fibrosarcoma viability, CellTiter-Glo ATP luminescence, 48 h. 360,000 tested, 1.6% active;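 note: NT is the 2HG producing partner of a matched IDH1 knockdown line; potency is the fitted concentration of half-maximal effect; 0% = DMSO-treated cells and -100% = media-only wells without cells; nearly all actives have a fitted effect of over 55% in size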
#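 HT-1080-NT; 750 cells/well; 5% FBS RPMI; 48 h compound, 37 degrees C; CellTiter-Glo luminescence; curve fitting and curve-class assignment.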
# KB-V1 cytotox = qHTS assay for MDR1-selective chemotherapeutics: Primary screen using the drug-selected MDR subline cells KB-V1; AID 1347076, 2019; KB-V1 MDR cells viability, CellTiter-Glo, 72 h; 400,000 tested, 3.4% active; Potency, µM (top dose mostly 46.1 µM), without a hit: top-dose activity change, negative = cytotoxicity, hits mostly cytotoxic; note: potency is the fitted concentration of half-maximal effect; % is set by controls: 0 for no effect and ±100 for the full control effect; nearly all actives have a fitted effect of over 60% in size
#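 Luminescent ATP read-out (CellTiter-Glo, 10 min) measures survival of drug-selected KB-V1 MDR cells after 72 h, 37 degrees C compound exposure. Medium: phenol-red-free DMEM, 10% FBS. Values from fitted concentration-response curves.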
# SW480 rereplic = A quantitative high throughput screen for small molecules that induce DNA re-replication in SW480 colon adenocarcinoma cells; Potency, µM (top dose mostly 46.1 µM), for inactives: at the highest dose re-replication activation, hits mostly activators; SW480 DNA re-replication, Hoechst DNA content imaging, 48 h; 340,000 tested, 1.8% active; note: potency is the fitted concentration of half-maximal effect; % of control where 0% means no effect; nearly all actives have a fitted effect of over 55% in size
#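 Quantitative HTS format with DMSO vehicle controls; 48 hr drug incubation at 37 C, then 40 min Hoechst staining and scanning imager measurement at 405 nm excitation.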
# KB-3-1 cytotox = qHTS assay for MDR1-selective chemotherapeutics: Primary screen using the parental adenocarcinoma cell KB-3-1; KB-3-1 viability, CellTiter-Glo ATP luminescence, 72 h; Potency, µM (titrated, usually from 46.1 µM), for inactives: at the top dose activity change, negative = cytotoxic, usual class: cytotoxic; 400,000 tested, 1.4% active; note: potency is the fitted concentration of half-maximal effect; % is set by controls: 0 for no effect and ±100 for the full control effect; nearly all actives have a fitted effect of over 60% in size
#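 Parental KB-3-1 adenocarcinoma cells in phenol-red-free DMEM with 10% FBS were pin-treated with compounds at several concentrations, incubated 72 h at 37 °C, and viability read by CellTiter-Glo luminescence; concentration-effect curves were fitted after normalization.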
# IL-1B inflam inh = qHTS for Inhibitors of Inflammasome Signaling: IL-1-beta AlphaLISA Primary Screen. THP-1 LPS/ATP IL-1B secretion, AlphaLISA, 16 h; active compounds read low. activity change, % at 57.5 µM. 360,000 tested, 4.7% active. AID 743279, 2014; in the data active = activity change below about -50%; inconclusive = mostly about -30% to -49%; note: % is set by controls: 0 for no effect and ±100 for the full control effect
#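 Secreted IL-1B measured by AlphaLISA bead assay after 16 h compound exposure of THP-1 cells; compounds (final up to 57.5 uM) added 1 h before LPS (250 ng/mL) and ATP (1.25 mM) stimulation; lower signal means less secretion.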
# WRN helicase inh = qHTS for Inhibitors of WRN Helicase; Bifunctional 3'-5' exonuclease/ATP-dependent helicase WRN (Homo sapiens), Q14191; WRN helicase unwinding, fluorescent forked duplex, kinetic; Potency, µM (titrated, usually from 114 µM), for the others: at the top dose activity change, negative = inhibition, most hits filed as inhibitors; 360,000 tested, 0.46% active; note: potency is the fitted concentration of half-maximal effect; % is set by controls: 0 for no effect and ±100 for the full control effect; nearly all actives have a fitted effect of over 55% in size
#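 Fluorescence dequenching readout, ex 525 nm/em 598 nm, kinetic mode: forked duplex DNA (100 nM final) with adjacent fluorophore and quencher unwound by WRN (20 nM final) with 2 mM ATP. Compound preincubation 15 min, room temperature.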
# HT1080 IDH1KD tx = qHTS for induction of synthetic lethality in tumor cells producing 2HG: qHTS for the HT-1080-IDH1KD cell line; HT-1080 IDH1 knockdown viability, ATP luminescence, 48 h; Potency, µM (titrated, usually from 46.1 µM), inactives show top-dose activity, negative = toxicity, actives largely listed as cytotoxic; 360,000 tested, 2% active; AID 686971, 2013;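 note: potency is the fitted concentration of half-maximal effect; 0% = DMSO wells and -100% = cell-free medium wells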
#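 Using the IDH1-knockdown HT-1080 line run in the same batch and compound series as the NT line, viability after 48 h at 37 °C was determined by CellTiter-Glo luminescence and expressed as % activity.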
# MCF10A rereplic = A quantitative high throughput screen for small molecules that induce DNA re-replication in MCF 10a normal breast cells. MCF 10A DNA re-replication, Hoechst nuclear intensity, 48 h. Potency, µM (titrated, usually from 46.1 µM), for the others: top-dose activity, positive = re-replication, usual class: activators. 350,000 tested, 2.9% active. AID 624296, 2012; note: potency is the fitted concentration of half-maximal effect; % of control where 0% means no effect; nearly all actives have a fitted effect of over 50% in size
# An asterisk follows results filed as active; ? = inconclusive; · = no result given; [ ] = dose if it differs, or a comment. Unless noted, calls come from the whole dose curve; as a rule, active = well fitted curve in the direction sought with a large enough effect; inconclusive = small, poorly fitted or top-dose-only effect, or another doubt; inactive = no such curve, though single readings can be large; an effect the other way counts as inactive or inconclusive.
cpd	structure	MCF10A rereplic	SW480 rereplic	ATXN2 expr inh	IL-1B inflam inh	KB-V1 cytotox	HT1080 IDH1KD tx	HT1080NT lethal	KB-3-1 cytotox	WRN helicase inh
1	Cc1ccc(-c2cc(C(=O)Nc3nccs3)c3ccccc3n2)c(C)c1	?	5.2%	-20.9%	2.8	13µM*	4.3%	-3.3%	-9.2%	-13.1%
2	O=C(NC(=S)Nc1cccnc1Cl)c1ccc(Cl)cc1	4.4%	-4.6%	43.3%[activator]	7.0	-12.1%	-16.9%	-5.6%	-7.4%	-17.0%
3	CC(=O)N(c1ccccc1)C(C(=O)c1ccccc1)c1ccccc1 (configuration not stated)	-0.3%	1.5%	-7.5%	?	-18.9%	-10.9%	0.0%	-1.9%	-5.9%
4	CC(=O)Nc1ccc(NC(=O)C(C)OC(=O)C2CC(=O)N(CCc3ccccc3)C2)cc1 (configuration not stated)	-1.4%	?	2.5%	9.8	5.2%	-0.1%	-8.3%	-2.2%	-4.2%
5	Cc1ccc(NS(=O)(=O)c2ccc(Cl)nc2)c(C)c1	3.6%	-63.5%[inhibitor]	-10.0%	10.6	-6.1%	-5.3%	3.0%	-4.4%	-1.0%
6	COc1cccc(OC)c1C(=O)Nc1nc(COc2ccccc2)cs1	7.4%	-2.9%	·	9.4	2.3%	-10.4%	0.8%	2.0%	7.9%
7	O=C(Nc1ccc(N2CCOCC2)cc1)c1cccc2ccccc12	29.2%	9.2µM*	-10.5%	-9.9	?	?	-17.7%	?	1.8%
8	CC1CCC(NC(=O)c2cccc(S(=O)(=O)N3CCN(c4ccc(F)cc4)CC3)c2)CC1 (configuration not stated)	11.3%	-0.1%	34.1%[activator]	12.4	-8.0%	1.1%	2.6%	?	7.3%
9	O=C1/C(=C/c2ccc(O)cc2)SC(=S)N1CC1CCCO1 (configuration not stated)	?	4.6%	35.5%	4.4	4.6%	?	-12.3%	-2.4%	-18.1%
10	COc1cccc(CNC(=O)[C@@H]2CCCN2C(=O)[C@@H]2CCCN2C(=O)c2cccs2)c1	·	·	-0.4%	31.7	-7.7%	0.1%	9.8%	3.4%	-1.2%
11	Cc1ccc(N=C2SCCCN2C(=O)c2cccc(N3C(=O)CCC3=O)c2)cc1Cl	-4.9%	-3.7%	6.2%	5.4	-3.0%	1.5%	-0.8%	-0.1%	-1.1%
12	COc1cc(C2/C(=C(\O)c3ccc4c(c3)CC(C)O4)C(=O)C(=O)N2c2nnc(C)s2)cc(OC)c1OC (configuration not stated)	12.1%	20.8%	2.3%	9.9	17.5%	7.8%	11.2%	2.6%	-1.0%
13	N#Cc1ccc(CSc2nnc(-c3cccnc3)o2)cc1	-6.6%	-13.4%	-17.7%	-16.1	4.4%	0.3%	-3.1%	-1.3%	1.5%
14	COc1ccc(NC(=O)N(C)C[C@H]2Oc3ncc(C#C[C@@H](C)O)cc3C(=O)N([C@H](C)CO)C[C@H]2C)cc1	·	·	-2.3%	-13.1	-2.2%	-0.8%	0.0%	-16.0%	0.0%
15	CCN(CC)C(=O)C1=C(C)N(Cc2ccc(C(C)(C)C)cc2)C(=O)C(CC(=O)NCc2ccco2)C1 (configuration not stated)	·	·	?	?	?	1.3%	-11.9%	0.4%	4.7%
16	COc1ccccc1N1CC(C(=O)Nc2cc(C(F)(F)F)ccc2N2CCCC2)CC1=O (configuration not stated)	1.5%	-3.7%	-6.3%	-15.3	-2.2%	13.1%	11.5%	14.8%	7.0%
17	CC(CC(=O)Nc1cc([N+](=O)[O-])ccc1Cl)c1ccccc1 (configuration not stated)	0.4%	-1.6%	-10.7%	-0.2	?	3.5%	11.1%	3.0%	-4.5%
18	COCCCn1c(C(=O)NCCC2=CCCCC2)cc2c(=O)n3ccccc3nc21	-1.8%	?	4.2%	27.8	-8.8%	7.7%	0.5%	4.8%	1.9%
19	Cc1ccc(SCCC(=O)NCc2ccccn2)cc1	11.2%	-2.8%	-4.4%	-2.8	5.9%	2.9%	21.4%	-20.1%	-0.1%
20	O=c1cc(N/N=C/c2ccccc2)[nH]c(=O)[nH]1	?	?	?	-99.1*	10.0%	7.31µM*	3.66µM*	?	3.8%[11.6 µM]
21	C=CC[C@@H](Cc1ccc(F)cc1)C(=O)OC[C@H]1CCCN1C(=O)[C@H](CC=C)CC(=O)N[C@H](CO)Cc1ccccc1	-1.8%	5.9%	-24.3%	-2.9	-6.3%	-14.8%	-21.6%	1.5%	-7.7%
22	O=C(c1cccc(Oc2c(Cl)cccc2[N+](=O)[O-])c1)N1CCOCC1	-3.2%	-0.1%	-20.8%	-17.1	·	-11.0%	-4.5%	·	-27.0%
23	COc1ccc(C(C)C)cc1S(=O)(=O)n1cnc(C)c1	?	20.6µM*	-23.4%	6.3	10.4%	?	?	21.2%	-1.5%
24	COC(=O)c1ccc(OCC(O)CN2C(=O)c3ccccc3C2=O)cc1 (configuration not stated)	-0.9%	-0.2%	8.4%	-3.2	12.1%	25.1%	9.0%	0.5%	12.2%
25	CCN1CCc2nc(NC(=O)c3ccc(S(=O)(=O)N(C)C)cc3)sc2C1	0.2%	-7.6%	9.6%	24.0	-4.4%	5.4%	-8.4%	5.6%	1.7%
26	COc1ccccc1N1CCN(S(=O)(=O)c2ccc(-c3ccc(=O)[nH]n3)o2)CC1	4.3%	1.1%	13.9%	-6.3	15.6%	-6.0%	0.8%	3.0%	7.1%
27	O=C(Nc1ccc([N+](=O)[O-])cc1)N1CCc2ccccc2C1	?	-2.8%	22.7%	-89.9*	?	11.6µM*	-1.5%	-1.5%	7.3%
28	CC(C)(C)S(=O)(=O)N1C[C@H]2CC/C=C\C/C=C\2[C@@H]1CCO	·	·	9.4%	24.3	7.5%	0.6%	7.0%	3.8%	-0.1%
29	O=C(COC(=O)c1c(Cl)ccc(Cl)c1Cl)NC(=O)NCc1ccccc1	?	2.0%	0.8%	15.4	?	28.3%	12.4%	17.8%	-3.9%
30	O=C1c2ccccc2CN1C(CO)c1ccccc1 (configuration not stated)	1.8%	4.8%	15.6%	7.3	0.0%	-0.9%	-0.9%	16.9%	-0.6%
31	N/C(=C\C(=O)c1cc(Cl)ccc1O)C(Cl)(Cl)Cl	11.6µM*	10.3µM*	20µM*	0.0	7.31µM*	13µM*	8.2µM*	?	-0.2%
32	Cc1ccc(S(=O)(=O)CCc2nnc(NC(=O)c3cccs3)s2)cc1	-0.3%	1.6%	-1.0%	3.1	-8.3%	0.0%	0.1%	14.6%	-28.4%[57.1 µM]
33	Cc1cccc2c1-c1sc(C(=O)Nc3cccc([N+](=O)[O-])c3C)cc1CO2	?	2.5%	-24.2%	-52.3*	-11.5%	-2.2%	-9.6%	?	-3.3%
34	N#CCC(=O)N1CC2(CC(c3cccc(NC(=O)COc4ccc(Cl)cc4)c3)=NO2)C[C@@H]1C(N)=O (some centres not stated)	6.9%	-8.2%	1.5%	2.9	0.5%	12.2%	14.3%	-0.5%	7.3%
35	COc1ccc2[nH]c(C(=O)NCc3ccccc3)cc2c1	10.2%	3.2%	1.6%	-1.9	-16.2%	-2.0%	-3.0%	-24.7%	1.5%
36	COc1ccc(-c2cc(C3CCNCC3)[nH]n2)cc1	1.1%	-13.9%	·	-8.8	26.1%	7.7%	4.2%	-1.2%	-9.2%
37	Cc1ccc(C2=CC(C)(c3ccc(C)cc3)Nc3nc(C(F)(F)F)nn32)cc1 (configuration not stated)	5.6%	0.5%	6.0%[11.3 µM]	-5.3	?	?	?	-8.1%	-21.5%[57.1 µM]
38	Cc1ccc(S(=O)(=O)n2nc(OC(=O)c3c(F)cccc3Cl)cc2N)cc1	21.6%	-1.9%	-7.3%	-6.3	-6.6%	-19.3%	-12.2%	13.1%	-3.8%
39	CCOC(=O)N1CCC(N2Cc3cccc(C(=O)NCc4ccccn4)c3C2=O)CC1	2.1%	-8.5%	2.4%	2.8	-13.3%	-7.0%	-1.0%	1.0%	2.3%
40	CCSc1ccc([C@@H]2[C@H]3C(=O)N(C)C(=O)[C@H]3[C@]3(C(=O)OC)CCCCN23)cc1	?	?	?	20.5	?	?	-24.3%	-9.9%	-0.9%
41	CCN(CC)c1ccc(C(=O)N/N=C/c2ccc(N3CCOCC3)cc2)cc1	?	18.4µM*	-1.2%	0.0	-1.1%	-8.1%	7.2%	-2.7%	-12.3%
42	CC[N+]1(C)CCC(=C2c3ccccc3CC(=O)c3sccc32)CC1 (configuration not stated)	-0.6%	0.5%	-1.6%	-9.3	-2.2%	0.4%	-0.4%	9.9%	12.5%
43	CC(C)Cc1ccc(S(=O)(=O)N2CCOCC2)cc1	1.0%	-11.8%	4.9%	22.5	-2.8%	11.4%	-0.6%	0.8%	4.4%
44	Cc1ccc(NC(=O)CN2C(=O)NC(C)(c3ccc(Cl)cc3)C2=O)cc1 (configuration not stated)	2.6%	0.4%	-19.3%	?	-30.7%	-29.1%	-24.8%	16.6%	-1.8%
